tuberculosis growth – growth inhibition of non-replicating M. tuberculosis (AID 488890); inhibition, % at 25 µM; hits with a dose series show IC50 in µM; Mycobacterium tuberculosis non-replicating, growth inhibition; higher % means a stronger effect; 320,000 compounds, 0.39% hits; in the data active = a potency from the dose series; inconclusive = inhibition mostly from about 82% at the one dose, without a potency; inactive = the rest, 99 in 100 with inhibition below about 76%;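 also: plate controls were DMSO cells for no effect and high antibiotic wells for full effect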
M. tuberculosis HTS – M. tuberculosis growth inhibition, HTS (AID 449762); M. tuberculosis H37Rv growth inhibition, 7H9 media; higher % means a stronger effect; inhibition, % at 25 µM, or IC50 in µM where a hit was titrated; 330,000 compounds, 0.59% hits; in the data active = a potency from the dose series; inconclusive = inhibition above about 70% without an active follow-up result;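 also: bacterial growth assessed after seven days of incubation; strong numbers were not always called active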
VEEV TC-83 Vero – inhibitors of VEEV TC-83 cytopathic effect, confirmation, Vero cells (AID 588727) | Vero cells, VEEV TC-83 cytopathic effect inhibition; higher % means a stronger effect | one-dose inhibition, % at 20 µM; IC50 in µM for titrated hits | 350,000 compounds, 0.13% hits; in the data active = a potency from the dose series; inconclusive = inhibition mostly from about 14% at the one dose, without a potency; inactive = the rest, 99 in 100 with inhibition below about 12%; also: strong numbers were not always called active
PhoP GFP inhibition – Inhibition of PhoP regulon, Salmonella typhi GFP reporter cells, confirmation, 4 h (AID 1850) | Salmonella Typhi PhoP-promoter GFP reporter, fluorescence, 4 h; higher % means a stronger effect | 310,000 compounds, 0.33% hits | inhibition, % at 50 µM; hits with a dose series show IC50 in µM; in the data active = a potency from the dose series; inconclusive = inhibition mostly from about 25% at the one dose, without a potency; inactive = the rest, 99 in 100 with inhibition below about 19%;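 also: 0% = induced wells with vehicle and 100% = uninduced wells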
H1N1 NS1A inhibition – NS1A inhibition, H1N1 influenza, cell based functional assay (AID 504329) | NS1A functional cell-based assay, percent inhibition; higher % means a stronger effect | one-dose inhibition, % at 12.5 µM; IC50 in µM for titrated hits | 340,000 compounds, 0.3% hits; in the data active = a potency from the dose series; inconclusive = inhibition above about 27% without an active follow-up result; also: strong numbers were not always called active
VEEV TC-83 Vero 10K pilot screen – also measured in VEEV TC-83 Vero; calls as there; inhibition, %; measured here: 10K pilot screen inhibition
Active calls of the source: *; i = inactive; u = inconclusive; x = not tested or not shown.

SMILES	tuberculosis growth	M. tuberculosis HTS	VEEV TC-83 Vero	PhoP GFP inhibition	H1N1 NS1A inhibition	others
Cc1ccsc1/C=C1\CCc2ccccc2C1=O	23%	-3%	3.2%	-3%	0%
COc1ccccc1C(=O)NCC(=O)NCc1cc(=O)n(C)c(=O)n1C	7%	-3%	6.6%	-10%	-2%
Cc1ccc(N=Nc2c(O)[nH]c(=O)[nH]c2=O)cc1S(=O)(=O)Nc1ccc(Br)cc1	-8%	-4%	2.0%	x	9%
COC(=O)C1(C)CC1(c1ccccc1)c1ccccc1 (stereo unspecified)	-13%	7%	i	-4%	14%
CSc1nc(-c2ccccc2)nc(N2CCN(C)CC2)c1C(C)=O	32%	14%	1.5%	-1%	3%
C=CCSc1nc2c(cnn2-c2ccccc2)c(=O)n1N	43%	-5%	4.7%	6%	x
CCCCCCCCN1C(=O)N(C)C(N(O)C(=O)NC)C1(C)C (stereo unspecified)	8%	-7%	i	5%	-7%
CC(C)(C)NC(=O)c1ccccc1NC(=O)c1ccc2c(c1)OCO2	-11%	-4%	0.1%	6%	8%
Cc1c(C(=O)NC2CCCc3ccccc32)oc2ccc(S(=O)(=O)N3CCCCC3)cc12 (stereo unspecified)	-23%	-6%	0.5%	6%	-1%
Cc1ccc(C(=O)COC(=O)CNC(=O)COc2ccccc2C)cc1C	35%	5%	0.9%	-3%	-3%
C=CCNC(=S)NNC(=O)c1ccc(OC(C)C)cc1	-3%	-2%	3.3%	5%	0%
COc1cc(C(=O)NNC(=O)c2ccc(NC(C)=O)cc2)cc(OC)c1OC	-2%	-18%	1.8%	-2%	x
CC(C)=C1SC(N2CCN(c3cccc(C(F)(F)F)c3)CC2)=NC1=O	8%	1%	2.0%	2%	3%
O=C(Nc1nnc(C2CCCCC2)s1)c1cccs1	-2%	0%	2.6%	-2%	-16%
O=[N+]([O-])c1ccc2nc(C(O)C(O)c3nc4ccc([N+](=O)[O-])cc4[nH]3)[nH]c2c1 (stereo unspecified)	-2%	1%	1.6%	3%	3%
CCCN1C(=O)/C(=C\C=C2\N(CC)c3ccccc3C2(C)C)SC1=S	x	x	1.5%	x	26%
CCOc1ccc(NS(=O)(=O)c2ccc(NS(C)(=O)=O)cc2)cc1	-6%	-5%	i	1%	20%
NS(=O)(=O)c1cccc(NC(=O)CCN2C(=O)C3CCCCC3C2=O)c1 (stereo unspecified)	2%	4%	5.0%	x	2%
Cc1ccc(NC(=O)CSc2nnc(CNC(=O)c3ccco3)n2C)cc1	-7%	9%	1.4%	5%	-3%
O=C(Cc1ccon1)c1ccc(O)cc1O	-6%	3%	0.5%	0%	-6%
Oc1ccccc1-c1nc(NCc2ccccc2)c2ccccc2n1	-23%	-1%	2.1%	-8%	-2%
CCN1CCCC1CNC(=O)c1c(O)c2c([nH]c1=O)CCCC2 (stereo unspecified)	x	-10%	1.2%	-6%	-5%
O=C(NC(Cc1ccccc1)C(=O)O)/C(=C\c1cccc([N+](=O)[O-])c1)NC(=O)c1ccco1 (stereo unspecified)	-16%	-18%	1.7%	-4%	4%
COc1cccc(/C=C/C(=O)OCC(=O)c2ccc3c(c2)NC(=O)CO3)c1OC	6%	9%	1.5%	-13%	-18%
CC(C)CCOC(=O)C1C2C=CC3(CN(Cc4cccs4)C(=O)C13)O2 (stereo unspecified)	8%	-7%	0.5%	-17%	-2%
N#Cc1cccc(NC(=O)CN2C(=O)NC(Cc3ccccc3)C2=O)c1 (stereo unspecified)	7%	-8%	2.1%	3%	19%
Cc1cc(C(=O)Nc2ccc(C(=O)O)cc2)c(C)o1	3%	3%	3.3%	8%	13%
CCOC(=O)[C@@H]1[C@H]2COc3ccc(Br)cc3[C@H]2N2C(=O)N(c3ccc(C(F)(F)F)cc3)C(=O)[C@]12C	x	3%	i	x	-4%
CC(=O)Nc1cc2cc(NS(=O)(=O)c3ccc(Cl)cc3)ccc2oc1=O	-6%	2%	i	8%	x
Cc1nnc(NC(=O)CCC(=O)NCc2cccs2)s1	-4%	-2%	1.6%	-2%	1%
O=C(CN1CCCC1)N1CCCc2c1c(=O)oc1ccc(OCc3ccccc3)cc21	9%	-13%	2.2%	-3%	23%
Cc1ccccc1C(=O)Nc1nnc(-c2ccc(F)cc2)o1	x	u	2.8%	-3%	-12%
C/C=C(\C)C(=O)NCCN1C2=NC[C@H](C(C)C)N2C[C@H]1Cc1ccc(O)cc1	33%	-9%	i	-5%	7%
O=C(CCNC(=O)c1ccc(Br)cc1)NCCCSc1ccccc1	22%	4%	0.6%	0%	0%
O=CNCCCc1nc2ccccc2n1Cc1ccccc1	-8%	2%	i	5%	-28%
CCc1ccc2[nH]c(=O)c(C(c3nnnn3CC3CCCO3)N3CCN4CCCC4C3)cc2c1 (stereo unspecified)	37%	-20%	1.2%	-2%	7%
O=C(Oc1ccccc1)c1cc2ccccc2oc1=O	u	6%	0.1%	2%	-9%
Cc1nn2c(=S)[nH]nc2[nH]c1=O	-2%	-4%	0.5%	-6%	5%
CC(=O)N1CCN(c2ccc(NC(=O)c3ccc(Cl)c([N+](=O)[O-])c3)cc2)CC1	7%	-1%	0.5%	-1%	-4%
CC(C)Cn1c(SCC(=O)Nc2cccc(S(N)(=O)=O)c2)nc2ccccc2c1=O	20%	2%	9.2%	-22%	4%
Cc1[nH]c2ccccc2c1SCC(=O)N1CCCc2ccccc21	-5%	0%	10%	-1%	5%
CCC1CCc2sc(C(=O)NCc3ccccn3)cc2C1 (stereo unspecified)	x	-6%	2.5%	-2%	-4%
Cn1cccc1CC(=O)NNC(=O)Nc1cccc(Cl)c1	4%	10%	0.6%	-5%	3%
COc1ccc(C(=O)NCN2CCN(c3ccccc3)CC2)cc1OC	-2%	-8%	1.5%	x	-10%
COc1ccccc1CNC(=O)CCCNC(=O)c1ccc(Cl)cc1	6%	-3%	0.1%	7%	0%
COc1ccccc1CCC(=O)Nc1ccc(C)cc1Cl	-7%	-1%	i	-9%	6%
S=C(NCCc1ccccc1)NCc1ccccc1Cl	77%	10%	1.6%	1%	-4%
CCC(=O)NC(=S)Nc1ccc(NC(=O)COc2ccc([N+](=O)[O-])cc2)cc1	66%	u	2.3%	-9%	8%	VEEV TC-83 Vero 10K pilot screen=1.8
CCN(C(=O)COC(=O)c1cc(S(=O)(=O)N(C)C)ccc1Cl)C1CCS(=O)(=O)C1 (stereo unspecified)	-16%	-4%	0.9%	-4%	-7%
Cc1nc(C)n(C(=O)N(c2ccccc2)c2ccccc2)n1	-5%	-5%	i	-6%	-1%
Cc1c(N(C)C)c(=O)n(-c2ccccc2)n1C	-6%	-8%	0.7%	x	-11%
C[C@H](NS(=O)(=O)c1ccc(Cl)cc1)C(=O)OCC(=O)Nc1cc(S(=O)(=O)N2CCOCC2)ccc1Cl	x	x	i	x	10%
CC(=O)N1c2ccc(S(=O)(=O)N3CCCCC3)cc2CC1C(=O)Nc1ccccc1C(F)(F)F (stereo unspecified)	-1%	-8%	3.8%	0%	-3%
Cc1ccccc1CS(=O)(=O)CCC(=O)O	-11%	1%	i	9%	-5%
O=C(NCCCc1ccccc1)c1ccccc1O	34%	6%	1.5%	12%	-2%
Cc1ccc(C2(C)NC(=O)N(CC(=O)Nc3ccc(S(=O)(=O)Nc4nccs4)cc3)C2=O)cc1 (stereo unspecified)	19%	1%	0.6%	2%	8%
C/C(=N\NC(=O)C1CC1)c1ccc(Cl)c(Cl)c1	8%	3%	0.1%	6%	-6%
O=C(O)C1C2CCC(O2)C1C(=O)NC1CCCCC1 (stereo unspecified)	9%	-2%	1.8%	-4%	-5%
CC1CCN(S(=O)(=O)c2c[nH]c(=O)[nH]c2=O)CC1	7%	-3%	i	5%	-4%
O=C(O)CC12CC3CC(C1)CC(n1ncc(N4CCC5(CC4)OCCO5)c(Cl)c1=O)(C3)C2	12%	-12%	0.7%	6%	-2%
New compounds follow
SMILES	tuberculosis growth	M. tuberculosis HTS	VEEV TC-83 Vero	PhoP GFP inhibition	H1N1 NS1A inhibition	others
CC(Oc1ccc(Cl)cc1Cl)C(=O)NCCC1=CCCCC1 (stereo unspecified)	49%	7%	i	2%	-8%
COCCOc1ccc(C(F)(F)F)cc1NC(=O)c1ccc(C)cc1	-1%	-4%	0.9%	-2%	26%
O=C(COC(=O)c1ccc[nH]c1=O)NC1CC1	1%	3%	1.3%	x	-4%
O=C(N/N=C/c1ccccn1)c1ccc([N+](=O)[O-])cc1	u	-2%	0.8%	13%	6%
NC(=O)COc1ccc(Cc2ncc(C(F)(F)F)cc2Cl)cc1	79%	6%	1.2%	10%	10%
O=C(CSC1=NS(=O)(=O)c2cc(Cl)ccc2N1)NCc1ccccc1	16%	2%	8.6%	0%	-9%
O=S(=O)(NCC(c1cccnc1)N1CCN(c2ccc(F)cc2)CC1)c1ccccc1 (stereo unspecified)	27%	16%	0.2%	10%	-3%
COCCCNC(=S)N/N=C/c1ccc(OC)cc1	59%	28%	0.8%	11%	x
COc1ccc(CCNS(=O)(=O)c2cc(C(=O)O)c(Cl)cc2Cl)cc1	-10%	-3%	1.4%	6%	-17%
COc1cc(OC)cc(C(=O)NNC(=O)c2ccc3c(c2)OCCO3)c1	0%	-1%	3.0%	x	-13%
CC1CCCC(NCC(=O)Nc2ccc(C(N)=O)cc2)C1C (stereo unspecified)	-5%	2%	u	19%	-1%
O=C(c1ccc(N2CCCCS2(=O)=O)cc1)N1CCN(c2ccc(N3CCOCC3)nn2)CC1	-13%	-1%	2.0%	-9%	3%
CCOC(=O)N1CCc2c(sc(NC(=O)c3ccc(Cl)s3)c2C(N)=O)C1	u	6.2µM*	x	-20%	x
CC(=O)Nc1ccc(NC(=O)c2cc(-c3ccccc3)nc3ccccc23)cc1	11%	2%	6.3%	-3%	-10%
Cc1ccc(Cn2nc(C)c(NC(=O)c3nn(C)cc3Cl)c2C)cc1	-13%	-21%	i	-10%	7%

Of the compounds above, these have a thiophene ring, fused or not:
SMILES	tuberculosis growth	M. tuberculosis HTS	VEEV TC-83 Vero	PhoP GFP inhibition	H1N1 NS1A inhibition	others
Cc1ccsc1/C=C1\CCc2ccccc2C1=O	23%	-3%	3.2%	-3%	0%
O=C(Nc1nnc(C2CCCCC2)s1)c1cccs1	-2%	0%	2.6%	-2%	-16%
CC(C)CCOC(=O)C1C2C=CC3(CN(Cc4cccs4)C(=O)C13)O2 (stereo unspecified)	8%	-7%	0.5%	-17%	-2%
Cc1nnc(NC(=O)CCC(=O)NCc2cccs2)s1	-4%	-2%	1.6%	-2%	1%
CCC1CCc2sc(C(=O)NCc3ccccn3)cc2C1 (stereo unspecified)	x	-6%	2.5%	-2%	-4%
CCOC(=O)N1CCc2c(sc(NC(=O)c3ccc(Cl)s3)c2C(N)=O)C1	u	6.2µM*	x	-20%	x

Continuation.
SMILES	tuberculosis growth	M. tuberculosis HTS	VEEV TC-83 Vero	PhoP GFP inhibition	H1N1 NS1A inhibition	others
Nc1ccc2oc(=O)c(-c3ccccc3)cc2c1	-20%	-2%	0.6%	-3%	-14%
CCOC(=O)C1=C(C)Nc2nnnn2C1c1cccc(OC)c1OC (stereo unspecified)	5%	-16%	i	-3%	-3%
CCOC(=O)N1CCN(C(=O)C2CCCN(S(=O)(=O)c3cccnc3)C2)CC1 (stereo unspecified)	-24%	-2%	0.8%	9%	3%
Cc1ccc(N(C(=O)CNC(=O)c2ccco2)C(C(=O)NC2CCCCC2)c2cccnc2)cc1F (stereo unspecified)	-2%	-4%	1.1%	3%	-1%
COc1ccc(-c2n[nH]c(C)c2-c2cnn(-c3ccccc3)c2)c(O)c1C	-9%	3%	0.6%	9%	-3%
CCc1ccc(/C=N/N2CCN(c3ccccn3)CC2)cc1	31%	1%	7.0%	3%	-11%
Cc1ccccc1NC(=O)COC(=O)CC1CCCC1	x	x	0.4%	x	1%
COC(=O)C(C(=O)Nc1ncccn1)C1CCCCCC1 (stereo unspecified)	-12%	-6%	1.1%	1%	-7%
COc1ccc(C(N)=O)c(OCC(=O)Nc2cc(C)on2)c1	12%	0%	8.9%	x	-20%
COc1ccc(/C=N/NC(=O)c2cccc([N+](=O)[O-])c2)cc1OC(=O)c1ccccc1	24%	-4%	7.7%	1%	-1%
O=C(CN1CCN(S(=O)(=O)c2ccc3c(c2)OCCO3)CC1)Nc1ccccc1Br	x	x	i	x	-6%
O=C(NCCCCNC(=O)c1ccccn1)c1ccccn1	12%	4%	2.1%	0%	-10%
Cc1ccc(Nc2c3c(nc4ncnn24)CC(C)CC3)cc1 (stereo unspecified)	7%	-6%	8.6%	-2%	7%

Assay outcomes deposited in PubChem BioAssay by Southern Research Specialized Biocontainment Screening Center.
